# Cneo AK release = causes C. neoformans cell lysis | adenylate kinase release luminescence, 4 h; normalised: neutral wells 0, clomiphene wells 100 | AID 651654 | lysis activity, % at 15 µM | actives 0.2% (n = 360,000);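 active = mean lysis activity across replicates of at least 80%, whatever share of replicates individually reach that level; inactive = mean lysis activity below 80%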
#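 Test system: log-phase Cryptococcus neoformans yeast cells. Input: 5 × 10^6 yeast cells/mL. Medium: fresh YPD growth medium. Doses: single dose. Incubation: static 4 h at 37 °C with compound, 1 h detection. Measured by: luminescent adenylate kinase detection reagent. Read-out: signal increase indicating cell lysis. Benchmarks: Clomiphene.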
# LGR2 inh = blocks bursicon-induced cAMP signaling via Drosophila LGR2; AID 720647; inhibition, % at 9.99 µM; actives 0.35% (n = 380,000); HEK293 LGR2, CRE-luciferase, bursicon-stimulated, 4 h;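 active = drop in luminescence signal, shown as inhibition above about 50% in the replicate tests, limit read from the data, passing the limit was not always enough; inconclusive = probably only some replicates passing the limit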;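 also: agonist challenge used bursicon conditioned medium at about half maximal strength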
# PGC1a acetyl inh = PGC1a acetylation modulation, inhibitor mode | AID 651687 | U2OS PGC1a acetylation, AlphaScreen anti-acetyl-lysine; with virally co-expressed GCN5 acetyltransferase | actives 0.17% (n = 350,000) | inhibition, % at 15.6 µM;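 active = every replicate shows inhibition of at least 40%; inconclusive = mean inhibition at least 40% but some replicate below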;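 also: 0% = neutral control wells and 100% = positive control wells; some results beyond the cut were filed as inactive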
# INS-1E GSIS act = GLuc luminescence reporter in INS-1E cells, primary screen for activators of glucose-dependent secretion of insulin; INS-1E GLuc reporter insulin secretion, 2-3 h; activation, % at 16.6 µM; actives 0.61% (n = 370,000);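 active = lowest replicate activation of at least 40%, so every replicate reaches that level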;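 also: 0% = median of neutral control wells and 100% = median of IBMX positive control wells; some compounds called inactive have numbers as strong as hits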
# Statin myotox sup = suppressors of simvastatin-induced myotoxicity in C2C12 myotubes; ATP luminescence, 48 h; scaled: DMSO 0, geranylgeraniol control 100; rescue of ATP level, % at 7.49 µM; actives 0.78% (n = 330,000); AID 602340;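 active = mean ATP rescue above about 67%, or every replicate alone reaching that limit, limit read from the data, passing the limit was not always enough; inconclusive = no clear call, values can overlap the other calls; inactive = mean under the limit and some replicate under it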;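 also: myotubes were challenged with 10 µM simvastatin during compound exposure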
# PAX8 reporter = PAX8 transcriptional activity inhibition; inhibition, % at 12.6 µM; AID 652154; actives 1.2% (n = 360,000); RMG-I TPO-luciferase reporter, SteadyGlo, 24 h;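 active = mean replicate inhibition at least 60% with every replicate also reaching 60%; inconclusive = only one of the two criteria is met; inactive = mean below 60% and not all replicates reaching 60%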;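 also: luciferase light reporting Pax8 driven TPO promoter activity; plate controls were median of neutral control wells for no effect and mitoxantrone controls for full effect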
# PglD inh = PglD (C. jejuni) enzyme inhibition; purified PglD enzyme, DTNB colorimetric CoA detection; inhibition, % at 12.5 µM; actives 0.098% (n = 360,000); AID 602405; in the data active = inhibition above about 16%, passing the limit was not always enough; inconclusive = no clear call, values can overlap the other calls; also: strong numbers were not always called active
# ARNT-TACC3 inh = ARNT/TACC3 interaction disruption. inhibition, % at 9.99 µM. AID 623870. actives 0.66% (n = 390,000). AlphaScreen His-ARNT PAS-B/GST-TACC3 binding, luminescence; TACC3 fragment carries E629A point mutation;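 active = mean inhibition of replicates at least 50% and at least half of replicates each reaching 50%; inconclusive = half or more replicates reach 50% but mean below 50%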;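 also: 0% = complete ARNT plus TACC3 wells and 100% = ARNT alone without TACC3; many hits fall short of the cut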
# * marks the source's active call; other numbers are inactive results; ? = inconclusive; nt = no result given; & = joins results of further samples.
1) CC(Oc1ccccc1)C(=O)N=Nc1c(O)[nH]c2ccc([N+](=O)[O-])cc12 (configuration not stated)
2) C[C@H]1CN([C@@H](C)CO)C(=O)c2cccc(NS(=O)(=O)c3cn(C)cn3)c2O[C@H]1CN(C)Cc1ccc(C(=O)O)cc1
3) Cc1cc2ncc(-c3ncc(C(F)(F)F)cc3Cl)cn2n1
4) O=C(C1COc2ccccc2O1)N1CCN(c2nc3ccc([N+](=O)[O-])cc3s2)CC1 (configuration not stated)
5) Cc1nc2ccc(C(=O)OCc3ccccc3Br)cc2nc1C
6) COc1ccc(CN(C)C[C@H]2OCCCC[C@@H](C)Oc3ccc(NC(=O)Nc4ccc(OC)cc4)cc3C(=O)N([C@@H](C)CO)C[C@@H]2C)cc1
7) COc1ccc(CN2CCC(Oc3cc(C(=O)NC4CC4)ccc3OC)CC2)c(O)c1
8) O=C(C[C@@H]1C=C[C@@H](NC(=O)C2CCC2)[C@H](CO)O1)NCC1CC1

Screen / compound no.	1	2	3	4	5	6	7	8
Cneo AK release	nt	1	-2	0	0	13	1	0
LGR2 inh	21	2	nt	-13	-90	nt	-6	5
PGC1a acetyl inh	-6	-3	16	nt	-5	10	-5	7
INS-1E GSIS act	-17	10	-6	3	3	-29	-2	2
Statin myotox sup	-1	nt	nt	nt	12	nt	4	2
PAX8 reporter	-8	nt	nt	4	nt	-1	5	4
PglD inh	nt	-2	2	0	6	1	3	-1
ARNT-TACC3 inh	22	-3	-5	-4	-7	5	-1	nt

9) CC1Cc2ccccc2N1C(=O)CSc1nc(-c2ccco2)cc(C(F)(F)F)n1 (configuration not stated)
10) O=c1[nH]ncc(NCCCO)c1Cl
11) Cc1[nH]c2ccc(C(=O)NCc3ccccn3)cc2c1C
12) CCOC(=O)c1cc2c(n(-c3ccc(C)cc3)c1=O)CCCC2=O
13) COc1ccc(Br)cc1CN(C)CC(=O)Nc1cccc(S(=O)(=O)N2CCCC2)c1
14) Cc1c(Cl)c([N+](=O)[O-])nn1CCCC(=O)Nc1ccc(Cl)cc1Cl
15) Cc1ccc(S(=O)(=O)N2[C@@H](c3ccc(Br)cc3)C(C(=O)O)=CC[C@H]2c2ccc(C(C)C)cc2)cc1
16) Cc1ccc(S(=O)(=O)Nc2ccc3c(c2)CC(=O)N([C@H](C)CO)C[C@H](C)[C@H](CN(C)Cc2ccc4c(c2)OCO4)O3)cc1

Screen / compound no.	9	10	11	12	13	14	15	16
Cneo AK release	3	1	2	-2	-18	-3	-3	12&-1
LGR2 inh	18	nt	19	6	-5	-16	-4	5&11
PGC1a acetyl inh	8	2	nt	4	5	nt	8	3
INS-1E GSIS act	0	nt	-2	5	-28	-14	-39	-16&-35
Statin myotox sup	-22	-1	12	-11	-11	nt	-4	23&-14
PAX8 reporter	nt	nt	-28	nt	28	24	10	32
PglD inh	-3	-2	-1	-8	7	1	0	-1&-4
ARNT-TACC3 inh	-8	-3	26	-3	2	21	0	6&-5

17) O=C(C[C@H]1CC[C@@H]2[C@H](COC[C@H](O)CN2C(=O)c2ccncc2)O1)NC1CCC1
18) Cc1ccc(S(=O)(=O)NNC(=O)NC23CC4CC(CC(C4)C2)C3)cc1
19) COc1ccccc1Nc1nnc(SCC(=O)Nc2nc(-c3ccc(F)cc3)cs2)s1
20) COc1ccc(CSCC(=O)Nc2ccccc2)cc1[N+](=O)[O-]
21) O=C(Nc1ccccc1F)N[C@H]1CC[C@H](CCNC(=O)C2CC2)O[C@H]1CO
22) COc1ccc(NC(=O)CNc2cccc(C#N)c2)cc1Cl
23) Cc1c(-n2c(SCC(=O)NC(C)C)nc3ccccc3c2=O)c(=O)n(-c2ccccc2)n1C
24) Cc1ccc(OCc2ccoc2C(=O)O)cc1C

Screen / compound no.	17	18	19	20	21	22	23	24
Cneo AK release	-2	nt	nt	-1	-1	-1	nt	5
LGR2 inh	1	17	-8	-6	0	nt	3	nt
PGC1a acetyl inh	-1	nt	nt	4	-4	-2	-1	-14
INS-1E GSIS act	17	-21	3	55	-2	nt	-19	nt
Statin myotox sup	-19	nt	nt	5	9	-5	nt	18
PAX8 reporter	5	28	23	-11	nt	-21	1	6
PglD inh	2	nt	nt	5	-1	0	nt	2
ARNT-TACC3 inh	1	-3	-14	1	-32	-18	-10	-13

25) CC(CCc1ccco1)NC(=O)Cn1nc(Cc2ccncc2)c2ccccc2c1=O (configuration not stated)
26) Oc1ccccc1Cn1c(-c2ccccc2O)nc2ccccc21
27) Cc1c(NC(=O)c2cc3nc(-c4ccccc4)cc(C)n3n2)c(=O)n(-c2ccccc2)n1C
28) Cc1ccc2occ(C3N[C@H](C(=O)O)CS3)c(=O)c2c1 (some centres not stated)
29) NC(=O)C1CCN(C(=O)CSc2nc3ccccc3s2)CC1
30) CCN1C(=S)SC(=O)C1=C1C=C(C)N(CCO)C(C)=C1
31) COc1ccc(-c2c(C#Cc3ccsc3)c3cc(-c4ccc(OC)nc4)ccc3n2C)cc1
32) COc1cc2c(cc1OC)CN(S(=O)(=O)c1cccs1)CC2

Screen / compound no.	25	26	27	28	29	30	31	32
Cneo AK release	0	0	1	1	-2	2	-2	nt
LGR2 inh	10	nt	nt	-1	nt	nt	-27	-10
PGC1a acetyl inh	-1	-6	-2	-11	4	-10	nt	nt
INS-1E GSIS act	nt	nt	nt	-18	nt	nt	7	24
Statin myotox sup	4	-5	1	0	nt	0	7	nt
PAX8 reporter	nt	nt	nt	nt	-19	nt	11	-4
PglD inh	0	4	5	-3	-1	-3	-2	nt
ARNT-TACC3 inh	37	-5	-6	11	nt	16	-7	2

33) COc1ccc(CN(C)C[C@@H]2OCCCC[C@H](C)Oc3ccc(NC(=O)Nc4ccc(C(F)(F)F)cc4)cc3C(=O)N([C@@H](C)CO)C[C@H]2C)cc1
34) CNc1ccc(Br)cc(C(=O)/C=C/c2cccc(Cl)c2Cl)c1=O
35) COC(=O)CSc1nc2nc(C)cc(C)n2n1
36) CC(=O)N1CCN(c2ccc(NCc3ccc4c(c3)OCO4)cc2)CC1
37) CC(=O)Nc1ccc(S(=O)(=O)N2CCN(c3ccccn3)CC2)cc1
38) CCOc1cc(C(c2c(C)[nH][nH]c2=O)c2c(C)[nH][nH]c2=O)cc(Cl)c1O
39) Cc1cc(C)c(C#N)c(SCC(=O)c2ccc(Cl)cc2Cl)n1
40) COc1cc(NC(C)CCCN)c2ncccc2c1 (configuration not stated)

Screen / compound no.	33	34	35	36	37	38	39	40
Cneo AK release	0	nt	-3	-3	0	0	0	2
LGR2 inh	nt	23	-16	nt	2	10	18	nt
PGC1a acetyl inh	-32	nt	nt	4	?	10	9	12
INS-1E GSIS act	-6	-18	3	nt	0	-8	-8	nt
Statin myotox sup	-167	nt	10	-12	-6	1	-30	-44
PAX8 reporter	87*	4	2	2	nt	-4	nt	66*
PglD inh	-1	nt	-7	6	5	-6	0	-7
ARNT-TACC3 inh	14	-3	34	2	-18	22	-1	36*

# Sorted by SMILES length (high to low): 13 of the compounds above
33) COc1ccc(CN(C)C[C@@H]2OCCCC[C@H](C)Oc3ccc(NC(=O)Nc4ccc(C(F)(F)F)cc4)cc3C(=O)N([C@@H](C)CO)C[C@H]2C)cc1
27) Cc1c(NC(=O)c2cc3nc(-c4ccccc4)cc(C)n3n2)c(=O)n(-c2ccccc2)n1C
38) CCOc1cc(C(c2c(C)[nH][nH]c2=O)c2c(C)[nH][nH]c2=O)cc(Cl)c1O
31) COc1ccc(-c2c(C#Cc3ccsc3)c3cc(-c4ccc(OC)nc4)ccc3n2C)cc1
37) CC(=O)Nc1ccc(S(=O)(=O)N2CCN(c3ccccn3)CC2)cc1
34) CNc1ccc(Br)cc(C(=O)/C=C/c2cccc(Cl)c2Cl)c1=O
28) Cc1ccc2occ(C3N[C@H](C(=O)O)CS3)c(=O)c2c1 (some centres not stated)
30) CCN1C(=S)SC(=O)C1=C1C=C(C)N(CCO)C(C)=C1
32) COc1cc2c(cc1OC)CN(S(=O)(=O)c1cccs1)CC2
29) NC(=O)C1CCN(C(=O)CSc2nc3ccccc3s2)CC1

Screen / compound no.	33	27	38	31	37	34	28	30	32	29
Cneo AK release	0	1	0	-2	0	nt	1	2	nt	-2
LGR2 inh	nt	nt	10	-27	2	23	-1	nt	-10	nt
PGC1a acetyl inh	-32	-2	10	nt	?	nt	-11	-10	nt	4
INS-1E GSIS act	-6	nt	-8	7	0	-18	-18	nt	24	nt
Statin myotox sup	-167	1	1	7	-6	nt	0	0	nt	nt
PAX8 reporter	87*	nt	-4	11	nt	4	nt	nt	-4	-19
PglD inh	-1	5	-6	-2	5	nt	-3	-3	nt	-1
ARNT-TACC3 inh	14	-6	22	-7	-18	-3	11	16	2	nt

26) Oc1ccccc1Cn1c(-c2ccccc2O)nc2ccccc21
35) COC(=O)CSc1nc2nc(C)cc(C)n2n1
40) COc1cc(NC(C)CCCN)c2ncccc2c1 (configuration not stated)

Screen / compound no.	26	35	40
Cneo AK release	0	-3	2
LGR2 inh	nt	-16	nt
PGC1a acetyl inh	-6	nt	12
INS-1E GSIS act	nt	3	nt
Statin myotox sup	-5	10	-44
PAX8 reporter	nt	2	66*
PglD inh	4	-7	-7
ARNT-TACC3 inh	-5	34	36*

# New compounds follow.
41) COCC(=O)Nc1ccc2c(c1)C(=O)N(C)[C@H]1CC[C@H](CC(=O)Nc3cccc(C)c3)O[C@@H]1CO2
42) O=C1Cc2cc([N+](=O)[O-])ccc2N1c1c(Cl)cccc1Cl
43) C[C@@H]1CCCCO[C@@H](CN(C)C(=O)c2ccncc2)[C@@H](C)CN([C@H](C)CO)C(=O)c2cc(NC(=O)CCC(F)(F)F)ccc2O1
44) COc1cc(/C=N/NC(=O)NC2CCCCC2)ccc1O
45) CC(C)C(=O)N(c1cc2sc(=O)oc2c2ccccc12)S(=O)(=O)c1cccs1
46) CCCCN(CC)C(=S)Nc1ccc2nc(N3CCN(C)CC3)cc(C)c2c1
47) CCN(CC)S(=O)(=O)c1cccc(NC(=O)COC(=O)c2[nH]c(C)c(C(C)=O)c2C)c1
48) Cc1cc2oc(=O)cc(CN3CCOCC3)c2cc1O

Screen / compound no.	41	42	43	44	45	46	47	48
Cneo AK release	2	3	-2	-1	-9	-4	-1	1
LGR2 inh	nt	2	13	-4	16	-9	10	3
PGC1a acetyl inh	4	-3	11	11	6	-10	nt	-6
INS-1E GSIS act	nt	14	14	14	-3	-10	-19	-6
Statin myotox sup	5	0	nt	nt	14	16	1	-10
PAX8 reporter	12	15	2	-12	nt	-12	13	3
PglD inh	-1	-7	0	-1	8	-8	0	8
ARNT-TACC3 inh	0	-3	3	-1	44	15	nt	-8

49) COc1ccc(CNC(=O)C2CC(C)=CCC2C(=O)O)cc1 (configuration not stated)
50) O=C(c1cccnc1)N1CCCCN2[C@@H](CO)[C@H](c3ccc(C#Cc4ccccc4)cc3)[C@@H]2C1
51) CCN(CC)CCNC(=O)c1cccc(NC(=O)C(=O)c2cc(Br)ccc2NC(C)=O)c1
52) COc1ccc(C/C(C)=N/NS(=O)(=O)c2ccc(Br)cc2)cc1

Screen / compound no.	49	50	51	52
Cneo AK release	-2	-2	4	2
LGR2 inh	0	nt	18	6
PGC1a acetyl inh	2	1	-7	-4
INS-1E GSIS act	4	nt	0	nt
Statin myotox sup	-7	nt	0	1
PAX8 reporter	2	-9	6	-12
PglD inh	1	0	-3	1
ARNT-TACC3 inh	-17	8	3	-1
